# Screening data: PubChem BioAssay, several laboratories
# NR2E3 ag-1 – activates human NR2E3 receptor; Q9Y5X4; CHO-S Gal4-NCOR/VP16-NR2E3 two-hybrid, luciferase; inhibition of corepressor binding, % at 3.98 µM; 0.35% of 360,000 active; AID 602229;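 active = inhibition above the mean of all tested compounds plus 3 SD, cut at about 70% in these data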;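 also: 0% = DMSO with NR2E3 transfected cells and 100% = cells lacking NR2E3 construct; higher means lower luciferase signal from less NR2E3 corepressor binding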
# Target sequence (Q9Y5X4 whole entry, looked up, the tested form may be a part): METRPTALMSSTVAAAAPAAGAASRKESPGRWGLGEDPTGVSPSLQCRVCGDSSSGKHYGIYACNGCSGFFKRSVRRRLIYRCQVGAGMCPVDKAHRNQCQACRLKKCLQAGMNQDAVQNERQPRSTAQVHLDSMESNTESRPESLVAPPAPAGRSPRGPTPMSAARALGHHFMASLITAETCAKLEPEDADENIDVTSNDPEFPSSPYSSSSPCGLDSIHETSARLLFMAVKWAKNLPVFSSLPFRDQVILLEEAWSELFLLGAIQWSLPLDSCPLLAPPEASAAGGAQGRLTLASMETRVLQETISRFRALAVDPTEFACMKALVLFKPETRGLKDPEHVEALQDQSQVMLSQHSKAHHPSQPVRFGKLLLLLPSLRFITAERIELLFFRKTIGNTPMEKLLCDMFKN
# CF NFkB block – blocks PAF-induced NF-kB reporter in cystic fibrosis cells; KKLEB NF-kB-GFP reporter, GFP fluorescence overnight; inhibition, % at 5 µM; 0.86% of 360,000 active; AID 588850;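 active = at least 50% inhibition at 5 µM, scaled per plate between neutral and stimulator controls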;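 also: PAF is a Pseudomonas aeruginosa culture filtrate used as stimulus; plate controls were PAF-stimulated DMSO wells for no effect and unstimulated DMSO wells for full effect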
# Peg3 prom inh – inhibitors of Peg3 promoter; HeLa PEG-Prom luciferase reporter, luminescence, overnight; inhibition, % at 20 µM; 1.7% of 360,000 active;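 active = inhibition of at least 50% at 20 µM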
# aDG glyco act – increases alpha dystroglycan glycosylation; 0.22% of 360,000 active; activation, % at 10 µM; Pro5-aDG cells, alpha-DG glycosylation AlphaScreen (IIH6); 0% Pro5, 100% B10-LARGE cell signal; AID 624168;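 active = activation of at least 8% versus controls, or a plate z-score of at least 8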;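 also: Pro5 are CHO cells carrying HIG-tagged alpha-DG that lacks glycosylation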
# hiPSC survival – enhancers of human iPSC single-cell survival. hiPSC single-cell survival, ATPlite luminescence; 100% = ROCK inhibitor wells, 0% = DMSO. 0.044% of 360,000 active. survival enhancement, % at 20 µM. AID 602274; in the data active = survival enhancement above about 18%;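 also: cells exposed to compounds for 16 hours before the ATP read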
# Shn3 3UTR inh – reduces Shn3 3'UTR luciferase signal in osteoblasts; Clone20 osteoblast Shn3 3'UTR firefly luciferase, 24 h; inhibition, % at 12.5 µM; 0.52% of 360,000 active; AID 588674;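 active = mean inhibition of at least 75% with every replicate also reaching 75%; inconclusive = mean inhibition at least 75% but some replicate below; inactive = mean inhibition below 75%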;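 also: 0% = median of neutral control wells and 100% = pilot-screen positive control compound; some compounds past the cut are filed as inactive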
# MITF TRPM1 inh – reduces MITF-dependent TRPM1 promoter luciferase signal; AID 488899; inhibition, % at 12.5 µM; 0.83% of 330,000 active; SK-MEL-5 TRPM1 promoter luciferase, 24 h;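 active = mean inhibition across replicates of 60% or more, whatever share of single replicates reaches that level; inconclusive = some that reach 60%, reason not given; inactive = mean inhibition across replicates below 60%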; also: values of inactives mirror those of a sister screen read the other way
# KKLEB cytotox – CF airway cell cytotoxicity counter-screen. activity change (cytotoxicity), % at 5 µM. 0.36% of 360,000 active. KKLEB CF airway cells viability, ATPlite luminescence, overnight; hits give low values; cells stimulated with P. aeruginosa culture filtrate;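 active = corrected activity change at or below -50% at 5 µM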
# NR2E3 ag-2 – NR2E3 (human) agonism | 0.12% of 320,000 active | AID 2300 | GST-NR2E3/biotin-RetCOR TR-FRET, 1536-well | inhibition of corepressor binding, % at 4.78 µM;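 active = percent inhibition above the cutoff of mean plus 3 SD of all tested compounds, set per screening campaign, cut at about 20% in these data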;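 also: 0% = DMSO wells and 100% = biotin wells as full block of FRET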
#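 Material: NR2E3–RetCOR corepressor complex | Quantity: 1.35 nM GST-tagged NR2E3 final | Schedule: 5 h at 4 °C | Replication: Singlicate compound wells | Reagent: RetCOR corepressor, biotinylated, 7 nM | Controls: Biotin wells as high control, 0.6% DMSO wells as low control | Signal: TR-FRET, Eu(K)-anti-GST donor, streptavidin-D2 acceptor, ex 340, em 617/671 nm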
# HIF-2a inh – HIF-2a inhibition; 0.72% of 360,000 active; inhibition, % at 18.8 µM; 786-0 RCC cells HIF-2a reporter, luciferase luminescence, overnight;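 active = inhibition of the luminescence signal of 40% or more relative to plate controls, in a single-dose primary screen at 18.75 µM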
# TWEAK-Fn14 inh – inhibitors of TWEAK-Fn14 interaction signaling; TWEAK-stimulated Fn14 reporter cells, luciferase luminescence, 8 h; inhibition, % at 10 µM; 2% of 360,000 active; in the data active = inhibition above about 50%
# Starred values were filed as active, the others as inactive; ? = inconclusive; . = no result given.
SMILES,NR2E3 ag-1,CF NFkB block,Peg3 prom inh,aDG glyco act,hiPSC survival,Shn3 3UTR inh,MITF TRPM1 inh,KKLEB cytotox,NR2E3 ag-2,HIF-2a inh,TWEAK-Fn14 inh
Cc1ccc(S(=O)(=O)N2CCN(C(=O)N3CCOCC3)C2C(C)C)cc1 (stereo not drawn),-4,11,7,0.0,0.3,-11,-9,-4,2,25,6
COc1ccc(-c2coc3c(C(=O)NCCc4ccccc4)cccc23)c(C)c1,-63,-10,10,0.2,-0.2,8,.,-5,.,-11,11
Cc1ccc(NS(=O)(=O)c2ccc3c(c2)NC(=O)C(C)C(=O)N3)c(Cl)c1 (stereo not drawn),8,11,5,-0.3,0.3,7,.,-9,2,7,11
COc1cc(NC(=O)C2CCN(S(=O)(=O)c3cnc[nH]3)CC2)cc(OC)c1OC,11,5,8,-0.2,-0.4,4,0,2,1,11,-7
O=C(O)C1=C[C@@H](c2ccc3c(c2)OCO3)C[C@@H](OCc2ccc(CO)cc2)O1,-20,11,7,-0.2,-2.6,-2,-3,12,2,1,12
CN(CCO)c1ccc(/C=N/Nc2nncc3ccccc23)cc1,-139,-30,64*,-0.1,-1.0,39,53,-49,-4,34,-28
O=C1NC[C@H](CCCCN2CCN(CC3CCCCC3)C(=O)C2=O)N(CCC2CCCCC2)C1=O,-16,.,.,0.0,1.3,.,.,.,.,7,7
Cc1ccc(CNC(=O)c2cc(=O)c3ccccc3o2)cc1,2,-2,-18,0.2,1.6,24,-2,6,2,-41,-5
CC(C)(C)CC(=O)N1CCN(Cc2ccc3c(c2)OCO3)CC1,-26,-1,16,0.0,1.3,-32,-6,0,-1,-5,1
CCOc1ccccc1C(=O)N(Cc1ccco1)C1CCS(=O)(=O)C1 (stereo not drawn),-17,1,10,-0.2,-0.6,7,-6,3,-1,4,-8
CC1(C)CC2CC(C)(CN2CC(O)c2ccccc2)C1 (stereo not drawn),-2,12,6,0.5,-0.6,-4,-6,-8,3,7,-20
Cc1cccc(N2CC(C(=O)Nc3ccc(S(=O)(=O)NCC4CCCO4)cc3)CC2=O)c1C (stereo not drawn),-24,14,10,-0.1,-0.2,16,1,-2,4,3,6
Fc1ccc(Sc2cc(Cl)c(-c3ccccc3)nn2)cc1,-5,31,24,-0.1,3.7,12,1,-14,-2,11,5
O=C(NCCOc1ccccc1Cl)c1ccc2c(c1)S(=O)(=O)c1cc(Cl)ccc1C2=O,4,-11,12,0.0,-0.9,-13,4,5,.,7,-48
O=C1[C@@H]2Cc3c([nH]c4ccccc34)C(c3ccc([N+](=O)[O-])cc3)N2C(=O)CN1C1CC1 (stereo partly drawn),-26,24,23,0.1,-0.5,60,39,-11,5,31,37
N#CCc1c(C#N)c(N)nc(N2CCN(S(=O)(=O)c3ccccc3F)CC2)c1C#N,13,20,29,-0.1,0.0,22,-13,-15,0,22,-9
COCCN(CCOC)S(=O)(=O)c1ccc(C(=O)NC2CCN(Cc3ccccc3)CC2)cc1,0,7,13,0.1,0.1,27,12,-4,0,11,12
Cc1cccc(NC2=C(NC(=O)c3ccccc3)C(=O)c3ccccc3C2=O)c1,18,7,8,3.2,-3.3,-42,?,2,-8,2,2
CCC(=O)Nc1cccc(NC(=O)c2ccccc2Cl)c1,10,-4,-3,0.0,0.1,22,1,4,-2,8,-3
CCOC(=O)COn1c(=O)c(-c2cc3ccccc3o2)[n+]([O-])c2ccccc21,-127,-4,-260,-0.3,-0.6,-66,-25,-3,2,-174,-13
O=C1C2CCCN2C(c2ccc(F)c(F)c2)N1c1cccc(Cl)c1 (stereo not drawn),-23,-28,10,-0.1,0.2,2,-2,-1,2,2,-7
CC(C)C(NC(=O)OCc1ccccc1)C(=O)NCc1ccc(C(=O)O)cc1 (stereo not drawn),6,13,-1,-0.1,0.8,20,7,-3,-1,14,-14
O=[N+]([O-])c1cccc(/C=N\N2CCN(c3ccc(Cl)cc3)CC2)c1,-11,-33,-6,0.0,1.4,.,-9,4,-2,-8,-13
CNC(=O)CC1C(=O)N(c2ccc(Cl)cc2)C(=S)N1NC(=O)c1cccc(F)c1 (stereo not drawn),-16,-4,-98,0.1,-0.3,-8,5,18,-2,-85,9
CC(C)c1ccc(N(CC(=O)N2CCN(Cc3ccccc3)CC2)S(C)(=O)=O)cc1,32,-24,15,-0.2,-0.5,-9,7,4,0,14,-8
# (more compounds)
SMILES,NR2E3 ag-1,CF NFkB block,Peg3 prom inh,aDG glyco act,hiPSC survival,Shn3 3UTR inh,MITF TRPM1 inh,KKLEB cytotox,NR2E3 ag-2,HIF-2a inh,TWEAK-Fn14 inh
Cc1ccc(OCC(=O)NNC(=O)CSC(=S)N2CCCC2)cc1,-19,8,-3,0.2,2.6,7,-7,-8,.,10,9
Cc1ccc(OCc2nnc(SCC(=O)c3cccc([N+](=O)[O-])c3)n2C)cc1,0,4,12,0.2,2.9,-4,4,-1,1,-19,16
CNC(=O)N(O)C1N(/N=C/c2ccc(SC)cc2)C(=S)SC1(C)C (stereo not drawn),-16,-3,14,-0.1,-0.4,13,2,2,1,2,11
CCOc1ccc2oc(C(=O)Nc3ccc(N4CCOCC4)cc3)c(C)c2c1,-2,7,-25,-0.1,3.8,9,-4,-6,-5,-2,6
COc1ccc(-c2nc(CS(=O)CC(=O)NCCN3CCCCCC3)c(C)o2)cc1OC (stereo not drawn),-22,13,6,-0.1,-0.6,-3,-4,2,4,3,-10
CC/C(=N\NC(=O)c1nnn(-c2nonc2N)c1-c1cccc(OC)c1)c1ccc(C)cc1,-19,0,12,0.2,0.8,17,1,15,0,6,-14
CCN1CCN(CCCNC(=O)C2CCCN(c3nc4c(C)cc(C)cc4s3)C2)CC1 (stereo not drawn),-59,-8,-52,0.3,-3.8,-6,-23,-6,-3,-77,-21
O=C(c1cccc2ccccc12)N1CCC(N2CCN(c3ccccc3)CC2)CC1,11,-16,19,2.7,0.3,6,-9,-10,6,10,11
COc1cccc(CN(C)Cc2cc(=O)oc3c(C)c(C)ccc23)c1,1,-1,-21,0.1,-0.2,3,-4,-3,.,-103,-29
Cc1ccc([N+](=O)[O-])cc1NC(=O)CSc1n[nH]c(-c2cccnc2)n1,-12,-5,16,0.0,-0.3,11,10,1,3,9,9
CCC(=O)Nc1nnc(S(=O)(=O)N(CC)c2ccc(Cl)cc2)s1,4,4,8,0.0,0.8,-4,-1,1,0,17,20
COC(=O)CNC(=S)NC(=O)c1ccc(C(C)(C)C)cc1,4,-16,-49,-0.1,-2.4,3,-13,4,2,-75,6
COC(=O)C[C@H]1C[C@H]2c3cc(NC(=O)Cc4ccncc4)ccc3O[C@H]2[C@@H](CO)O1,17,-8,-2,-0.1,-1.8,-10,.,5,.,-5,4
Cc1nc(SC2CC(=O)N(c3ccccc3)C2=O)nc2c1CCCC2 (stereo not drawn),-36,13,-8,0.0,0.6,-3,-9,-4,3,5,0
Cc1nn(CCCC(=O)N2CCc3ccccc3C2)c(=O)c2cc3sccc3n12,5,15,6,0.3,2.2,5,.,-27,0,-8,-1
Cc1ccc(S(=O)(=O)N2[C@@H](c3ccc(C(C)(C)C)cc3)C(C(=O)O)=CC[C@H]2c2ccc(Cl)cc2)cc1,99*,25,25,-0.1,-0.9,-16,-2,-7,.,13,89*
CCOc1ccc(Nc2nc(N)nc(CSC(=S)N3CCN(c4ccccc4)CC3)n2)cc1,7,27,16,0.4,0.0,10,0,-1,3,-2,35
S=C(NCc1ccncc1)Nc1cc(Cl)cc(Cl)c1,-1,25,27,0.1,-0.5,-7,-7,-10,3,-19,8
Cc1ccc(C(=O)COC(=O)CN2C(=O)C3C4CCC(C4)C3C2=O)cc1[N+](=O)[O-] (stereo not drawn),-1,-7,17,0.2,-1.0,-3,-8,-2,-3,7,-3
COc1ccc(Cl)cc1Nc1cc(C)nc2ccccc12,-21,-27,14,0.3,-0.7,1,.,-3,3,28,9
O=C(O)CC/C(=N\NC(=O)CNC(=O)c1ccc(F)cc1)c1ccccc1,-38,8,-3,0.1,2.2,0,-16,0,-4,18,1
CCOC(=O)CCCCC(=O)c1[nH]c(=O)[nH]c1Cn1cnc2ccccc21,-4,15,8,-0.2,1.2,-6,-5,5,-46,-2,24
O=C(Cc1ccccc1)Nc1nc(-c2cccc([N+](=O)[O-])c2)cs1,-21,-14,-22,0.2,-0.7,-3,2,10,2,-13,-5
CC(=O)Nc1ccc(C2=NNC(=NCC3CCCO3)SC2)cc1 (stereo not drawn),10,-4,0,0.0,2.1,-5,-3,4,-4,-6,-17
Cc1cnc(C(=O)NCc2ccc(Cl)cc2Cl)cn1,11,-11,0,0.0,1.0,15,-14,-6,1,5,-9
# Remaining list, next part.
SMILES,NR2E3 ag-1,CF NFkB block,Peg3 prom inh,aDG glyco act,hiPSC survival,Shn3 3UTR inh,MITF TRPM1 inh,KKLEB cytotox,NR2E3 ag-2,HIF-2a inh,TWEAK-Fn14 inh
Cc1ccc(S(=O)(=O)N(CC(=O)NCc2ccco2)c2ccccc2C)cc1,-16,4,17,0.0,-0.2,-11,2,-2,7,13,22
O=C(NCc1ccco1)c1sc2cc(F)ccc2c1Cl,-52,-17,-191,0.1,-2.2,-31,-67,3,3,-377,-8
CCOc1ccc(CC(C(N)=O)C(N)=O)cc1,-18,9,0,-0.1,-1.6,15,-2,12,0,16,-9
Clc1ccc2c(N3CCOCC3)ccnc2c1,-18,6,-3,-0.1,-0.3,7,5,1,-3,-3,-15
CC(C)Cn1cc(C(=O)NCC2CCCO2)c2c3ccccc3n(C)c2c1=O (stereo not drawn),1,-2,7,-0.1,-0.8,-10,6,-7,4,-9,-10
CCC1(CC)NC(=O)N(CC(=O)OCC(=O)Nc2sccc2C#N)C1=O,-17,10,5,-0.3,0.6,7,-8,-6,0,7,7
CN(CCC#N)C(=O)COC(=O)c1ccc2[nH]c3c(c2c1)CCCC3,-9,5,-11,0.6,-0.5,-21,-3,0,0,-72,-66
Cn1c(N)c(C(=O)COC(=O)CCC(=O)c2cccs2)c(=O)n(C)c1=O,-7,5,-5,0.1,-2.1,7,6,-4,3,4,-6
CN(c1ccccc1)S(=O)(=O)c1nnc(NC(=O)COc2ccccc2F)s1,1,8,14,-0.3,0.4,11,6,-23,2,6,-12
O=C(CN1CCC(c2nc3ccccc3[nH]2)CC1)NCc1ccc2c(c1)OCO2,-5,6,1,-0.1,5.1,-18,5,4,-1,18,7
Cc1ccc(NC(=O)[C@H](Cc2c[nH]c3ccccc23)NC(=O)[C@@H]2Cc3ccccc3CN2)c(C)c1,9,-24,-13,0.0,0.1,11,.,-4,-5,-47,3

# With a hit mark in NR2E3 ag-1 (from the list above):
compound,NR2E3 ag-1,CF NFkB block,Peg3 prom inh,aDG glyco act,Shn3 3UTR inh,MITF TRPM1 inh,NR2E3 ag-2,HIF-2a inh,TWEAK-Fn14 inh
Cc1ccc(S(=O)(=O)N2[C@@H](c3ccc(C(C)(C)C)cc3)C(C(=O)O)=CC[C@H]2c2ccc(Cl)cc2)cc1,99*,25,25,-0.1,-16,-2,.,13,89*
